# mIAP inh – inhibitors of mouse IAP, primary screen, biochemical, luminescence, uHTS | hit rate 0.2% among 330,000 | inhibition, % at 10 µM | intestinal alkaline phosphatase [Mus musculus] | purified mouse IAP, CDP-Star luminescence, 30 min | AID 2806, 2010;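 active means inhibition of at least 40% at 10 µM in the primary screen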;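 further: plate controls were DMSO with enzyme for no effect and no enzyme wells for full effect; values of inactives mirror those of a sister screen read the other way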
# hIAP inh – human IAP inhibitors, primary screen, biochemical, luminescence, uHTS; hit rate 0.12% among 330,000; purified IAP, CDP-Star luminescence, 30 min; Intestinal-type alkaline phosphatase (Homo sapiens), P09923; inhibition, % at 10 µM;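 active means inhibition reaching a set limit with compound at 10 µM in the primary screen, cut at about 35% in these data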;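 further: plate controls were DMSO wells with enzyme for no effect and no-enzyme buffer wells for full effect; values of inactives mirror those of a sister screen read the other way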
# Target sequence (P09923 whole entry, looked up): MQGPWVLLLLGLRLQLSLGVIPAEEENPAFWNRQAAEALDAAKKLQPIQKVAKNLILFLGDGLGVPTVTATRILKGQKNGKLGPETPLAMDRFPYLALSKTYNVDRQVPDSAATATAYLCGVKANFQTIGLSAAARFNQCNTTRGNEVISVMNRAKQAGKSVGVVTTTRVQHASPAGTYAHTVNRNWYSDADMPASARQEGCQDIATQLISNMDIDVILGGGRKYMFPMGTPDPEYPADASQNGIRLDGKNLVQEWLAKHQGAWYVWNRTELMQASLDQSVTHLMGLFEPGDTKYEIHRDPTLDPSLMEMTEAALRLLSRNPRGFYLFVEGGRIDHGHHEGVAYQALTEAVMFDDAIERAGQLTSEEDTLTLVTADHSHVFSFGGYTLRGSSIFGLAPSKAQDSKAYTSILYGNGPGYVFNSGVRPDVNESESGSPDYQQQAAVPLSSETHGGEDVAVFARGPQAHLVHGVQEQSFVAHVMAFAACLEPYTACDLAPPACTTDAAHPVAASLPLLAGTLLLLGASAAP
# ATG4B inh – ATG4B protease inhibitors, primary screen, biochemical, fluorescence, uHTS. Cysteine protease ATG4B (Homo sapiens), Q9Y4P1. ATG4B cleavage of LC3-PLA2, NBD-HPC fluorescence, 1 h. inhibition, % at 8.33 µM. hit rate 0.51% among 340,000; in the data active means inhibition above about 40%
# PfGluPho inh – PfG6PD enzyme inhibitors, primary screen, biochemical, fluorescence intensity, uHTS | glucose-6-phosphate dehydrogenase-6-phosphogluconolactonase (Plasmodium falciparum 3D7) | PfGluPho enzyme, NADPH resazurin-diaphorase fluorescence | inhibition, % at 20 µM | hit rate 0.78% among 350,000 | AID 504690, 2011;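 active means inhibition reaching at least a set limit at 20 µM in the primary screen, cut at about 59% in these data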;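 further: 0% = DMSO wells with substrate and 100% = DMSO wells lacking glucose-6-phosphate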
# HKDC1 inhibitor – HKDC1 hexokinase inhibitors, primary screen, biochemical, fluorescence, uHTS; Q2TB90; recombinant HKDC1, G6PDH/diaphorase resazurin coupled fluorescence; inhibition, % at 20 µM; hit rate 0.16% among 340,000; AID 493160, 2011;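 active means inhibition above about 35% when tested at 20 µM, limit read from the data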;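 further: plate controls were DMSO wells with enzyme for no effect and DMSO wells lacking enzyme for full effect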
#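 Material – in-house recombinant HK5 (HKDC1) enzyme · Quantity – HKDC1 at 5 µg/mL · Buffer or medium – pH 8.0 Tris buffer with 10 mM MgCl2 · Reagent – glucose with 1 mM ATP · Dosing – single 20 µM dose · Times – reaction time 90 min, room temperature, protected from light · Technique – resorufin fluorescence at 613 nm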
# hIAP act – human IAP activators, primary screen, biochemical, luminescence, uHTS; Intestinal-type alkaline phosphatase (Homo sapiens), P09923; purified human IAP, CDP-Star luminescence, 30 min; active compounds read high; 1 = vehicle-only enzyme, 0 = enzyme-free background; hit rate 0.16% among 330,000; activation factor at 10 µM; AID 2524, 2010;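 active means activation factor of the enzyme at least 2-fold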; further: the source names both 10 and 20 µM as test concentration; values of inactives mirror those of a sister screen read the other way
# A3A deaminase – APOBEC3A ssDNA deaminase inhibitors, primary screen, selectivity assay for APOBEC3G inhibitor project, biochemical, FAM/TAMRA oligo cleavage fluorescence; inhibition, % at 20 µM; AID 493011, 2011; DNA dC->dU-editing enzyme APOBEC-3A (Homo sapiens), P31941; hit rate 0.41% among 330,000; recombinant A3A, FAM/TAMRA ssDNA deamination fluorescence;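 active means at least 40% inhibition at 20 µM here, with at most 30% in a related deaminase screen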;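 further: plate controls were A3A with DMSO for no effect and wells lacking A3A enzyme for full effect; some results filed as inactive read as strong as hits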
# Target sequence (P31941 whole entry, looked up): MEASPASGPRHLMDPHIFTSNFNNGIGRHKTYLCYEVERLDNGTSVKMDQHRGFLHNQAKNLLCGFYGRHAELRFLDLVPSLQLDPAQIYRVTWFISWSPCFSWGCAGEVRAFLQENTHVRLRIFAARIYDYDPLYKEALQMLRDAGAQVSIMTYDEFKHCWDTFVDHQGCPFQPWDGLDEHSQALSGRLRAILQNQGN
# mIAP act – activators of mouse IAP, primary screen, biochemical, luminescence, uHTS. intestinal alkaline phosphatase [Mus musculus]. muIAP, CDP-Star luminescence, 30 min; active compounds read high; 1 = vehicle-only enzyme signal, 0 = enzyme-free wells. activation factor at 10 µM. hit rate 0.24% among 330,000;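 active means activation factor of at least 2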; further: the source names both 10 and 20 µM as test concentration; values of inactives mirror those of a sister screen read the other way
#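 also added = chemiluminescent substrate CDP-Star | test system = mouse IAP enzyme | signal = chemiluminescence readout | compound = DMSO-dissolved test compounds | incubation = 30 min at room temperature | benchmarks = DMSO wells, no-enzyme wells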
# The depositor's hits bear a star; / = not tested or not shown.
SMILES,mIAP inh,hIAP inh,ATG4B inh,PfGluPho inh,HKDC1 inhibitor,hIAP act,A3A deaminase,mIAP act
Cc1c(NC(=O)CSc2nncc3ccccc23)c(=O)n(-c2ccccc2)n1C,1,-3,-16,-3,-4,1,0,0.99
CN(CC(=O)Nc1ccc(F)cc1)C(=O)CN1C(=O)NC2(CCCCC2)C1=O,-6,-2,2,0,-6,1,-1,1.1
CSc1cccc(NC(=O)CSc2nnc(C)s2)c1,8,-7,2,1,-5,1.1,-2,0.92
Cc1cc(O)c2c(C)c(CC(=O)N3CCN(C(=O)C4COc5ccccc5O4)CC3)c(=O)oc2c1 (stereo not given),0,-12,-7,-11,6,1.1,1,1
O=C(NCCCN1CCOCC1)c1cc2ccccc2o1,-5,-32,-4,-13,-1,1.3,-2,1.1
COC(=O)[C@@]1(Cc2ccccc2)[C@H]2C(=O)N(Cc3ccccc3)C(=O)[C@H]2[C@H]2CN=C(SCc3ccccc3)N21,-1,/,8,28,2,/,-1,1
Cn1nnnc1SCc1ccc(C(=O)Nc2nccs2)cc1,-7,4,-2,8,-6,0.96,6,1.1
O=C(N/N=C/C=C/c1ccccc1)c1cnccn1,10,9,1,-12,2,0.91,-2,0.9
CC(NC(=O)c1ccccc1NC(=O)CSc1nnnn1C)c1ccccc1 (stereo not given),-2,-27,-6,7,-5,1.3,-4,1
Cc1cccc(Oc2nc(-c3cccc([N+](=O)[O-])c3)nc3ccccc23)c1C,-8,-8,3,-2,-5,1.1,1,1.1
COC(=O)[C@H](C(C)C)N(Cc1ccccc1)S(=O)(=O)CCN1CCN(c2ccccc2)CC1,-11,/,4,11,-1,/,2,1
COc1c(F)c(F)c(C(=O)O)c(Nc2cccc(C)c2)c1F,-4,16,6,-7,-5,0.84,2,1
COC(=O)C1=C(C(=O)c2ccccc2)C(c2ccccc2)n2nnnc2N1 (stereo not given),1,8,-6,6,-2,0.92,2,0.99
Cc1cccc(C(=O)NC(C)C2CC3CCC2C3)c1 (stereo not given),0,-6,-7,11,-2,1.1,0,1
CC1(C)Cc2c(cnn2-c2ccccc2)C(NC(=O)c2ccc[n+]([O-])c2)C1 (stereo not given),-5,8,4,-4,1,0.92,-1,1.1
COc1ccc(OC)c(S(=O)(=O)NCc2ccccc2)c1,6,3,-9,-2,-3,0.97,1,0.94
CCOC(=O)c1c(C)[nH]c(-c2csc(C)n2)c1C,8,9,4,3,-5,0.91,3,0.92
CC(C)C(=O)N1CCC(n2nccc2NC(=O)CCOc2ccccc2)CC1,-10,13,-5,4,-6,0.87,-1,1.1
CCCCN(CCCC)NC(=O)c1ccccc1,-7,-8,-3,9,-4,1.1,2,1.1
Cc1ccc(S(=O)(=O)N(c2cccc(C)c2)C2CCS(=O)(=O)C2)cc1 (stereo not given),1,-5,-8,-7,-8,1.1,1,0.99
Cc1cccc(C)c1-n1c(C)cc(/C=N\Nc2ccc([N+](=O)[O-])cn2)c1C,16,-1,-5,3,-1,1,21,0.84
Cc1ccc(NC(=O)CN(C)C(=O)c2cccc(S(=O)(=O)NCc3ccccc3)c2)cc1,0,-5,-8,6,-3,1.1,1,1
CCSc1nnc(Cc2cc(=O)[nH]c(=O)[nH]2)n1-c1cccc(C)c1,-13,-8,-2,-2,-4,1.1,-5,1.1
COc1ccc(N(CC(=O)NC(C)(C)C)S(=O)(=O)c2ccccc2)cc1OC,-11,-13,2,-8,13,1.1,-3,1.1
O=C(NNC(=S)Nc1ccc(Cl)cc1)c1ccccc1,15,-57,6,-7,-3,1.6,-5,0.85
O=C(O)/C=C/c1cccc2c1OCCO2,-11,0,-4,1,-7,1,3,1.1
O=C(Nc1sc2c(c1C(=O)c1ccc(Cl)cc1)CCCC2)c1cccnc1,13,6,1,4,0,0.94,-1,0.87
C=CCN1CN=C(NS(=O)(=O)c2ccc(NC(C)=O)cc2)NC1,-2,2,-9,0,-6,0.98,0,1
CCc1nnc(NC(=O)c2ccc(S(C)(=O)=O)cc2)s1,0,7,-3,-13,-7,0.93,4,1
O=C(COC(=O)c1ccc(-n2cnnn2)cc1)c1ccc(Br)cc1,1,-26,4,-5,-4,1.3,-2,0.99
COc1ccccc1Nc1nnc(SC(C)C(=O)NC2CC2)s1 (stereo not given),-7,18,-4,12,-3,0.82,-2,1.1
COCCN1C(=O)C(=O)/C(=C(/O)c2ccc(S(=O)(=O)N3CCOCC3)cc2)C1c1cccc(OC)c1 (stereo not given),-5,-5,-5,-15,-2,1,-3,1.1
CCC(C)(C)NC(=O)CN(Cc1ccc2c(c1)OCO2)C(=O)CCC(=O)Nc1nccs1,4,14,1,-9,6,0.86,-8,0.96
Cc1csc2c(N3CCN(C(=O)c4ccc(C(C)(C)C)cc4)CC3)ncnc12,0,-2,-21,12,5,1,-3,1
Cc1nc(N=C(N)N)nc2ccccc12,-4,-8,-5,-10,6,1.1,3,1
O=C(Nc1nc2n(n1)C(c1ccccc1)C=C(c1ccccc1)N2)c1ccco1 (stereo not given),-1,-28,-9,-15,-3,1.3,5,1
Cc1ccc(SCc2nc(-c3ccccn3)no2)cc1,-4,-3,1,11,-2,1,0,1
CCCCn1cnc2c1c(=O)n(CC(=O)c1cc(C)n(C)c1C)c(=O)n2CC(C)C,-6,-10,-5,22,0,1.1,-3,1.1
CCc1ccc(CN(C)C(=O)C2CCC(=O)N(Cc3ccccn3)C2)cc1 (stereo not given),-9,-2,1,-2,-1,1,-4,1.1
COC(=O)c1ccc(CO/N=C/c2cccc([N+](=O)[O-])c2)cc1,6,-4,-2,7,-3,1,0,0.94
O=C(NCc1ccc(F)cc1)N1CCc2ccccc2C1,-2,6,7,1,-2,0.94,2,1
COc1ccc(CCNC(=O)c2ccc(-c3ccc([N+](=O)[O-])cc3Cl)o2)cc1,13,3,-25,31,10,0.97,-6,0.87
Cc1cc(C)c(N)cc1C,-14,5,18,-13,2,0.95,-6,1.1
CC1(C)Oc2ccc(C(=O)N3CCCC3)cc2N(CC(=O)NCc2ccccc2)C1=O,-1,-14,-3,-17,-4,1.1,-2,1
Nc1c(C(=O)N/N=C/c2ccccc2)cnn1-c1ccccc1,2,2,-3,19,1,0.98,2,0.98

# Given tab-delimited: part of the list above.
Compound	mIAP inh	hIAP inh	ATG4B inh	PfGluPho inh	HKDC1 inhibitor	hIAP act	A3A deaminase	mIAP act
Nc1c(C(=O)N/N=C/c2ccccc2)cnn1-c1ccccc1	2	2	-3	19	1	0.98	2	0.98
COc1ccccc1Nc1nnc(SC(C)C(=O)NC2CC2)s1 (stereo not given)	-7	18	-4	12	-3	0.82	-2	1.1

# Structures shown so far with fluorine (three):
SMILES,mIAP inh,hIAP inh,ATG4B inh,PfGluPho inh,HKDC1 inhibitor,hIAP act,A3A deaminase,mIAP act
CN(CC(=O)Nc1ccc(F)cc1)C(=O)CN1C(=O)NC2(CCCCC2)C1=O,-6,-2,2,0,-6,1,-1,1.1
COc1c(F)c(F)c(C(=O)O)c(Nc2cccc(C)c2)c1F,-4,16,6,-7,-5,0.84,2,1
O=C(NCc1ccc(F)cc1)N1CCc2ccccc2C1,-2,6,7,1,-2,0.94,2,1

# Remaining list, next part.
SMILES,mIAP inh,hIAP inh,ATG4B inh,PfGluPho inh,HKDC1 inhibitor,hIAP act,A3A deaminase,mIAP act
Cc1ccc(Nc2ncnc3ccccc23)cc1,-6,4,2,26,-8,0.96,2,1.1
CCOc1c2ccc(C(=O)NCCc3ccc(C)cc3)cc2nn1CC,-2,-5,-11,5,2,1.1,-2,1
CC(CCC(=O)O)C1CC[C@H]2C3CCC4CC(=O)CCC4(C)[C@H]3CC(=O)C12C (stereo not given in full),-3,-14,4,-21,-3,1.1,-6,1
COc1ccc2cc3c(N)nn(C(=O)Cc4ccc(Cl)cc4)c3nc2c1,-2,14,5,-13,1,0.86,5,1
Cc1[nH]nc(N)c1-c1ccccc1,-2,-6,-3,-6,1,1.1,-5,1
CCOC(=O)C1=C(C)NC(C)=C(C(=O)OCC)C1C(=O)OCC(=O)c1ccc2c(c1)OCCO2,2,-2,-2,-2,-5,1,-3,0.98
N#Cc1cnc(NN)nc1,-3,-2,-3,51,-9,1,-4,1
O=C(N/N=C/c1cn[nH]c1-c1ccc(Cl)cc1)c1ccc([N+](=O)[O-])cc1,10,-19,-3,24,-18,1.2,-5,0.9
Cc1cc2ccc3ccccc3c2cc1CN(C)C,-2,8,-5,17,3,0.92,1,1
O=C1CCC(=O)O1,8,1,-5,2,1,0.99,-5,0.93
COc1cc(C(=O)N(C)CC(=O)Nc2cccc(F)c2)ccc1OCc1ccccc1,-7,-13,-13,7,1,1.1,1,1.1
COC(=O)C1=C(NC(=O)C(C)(C)C)CCS1,4,20,1,0,7,0.81,-4,0.96
COc1ccc(N(CC(=O)Nc2ccccc2C(=O)NCC(C)C)S(C)(=O)=O)cc1,-13,-11,-1,2,-17,1.1,-5,1.1
NC(=O)[C@H]1CC2(CC(c3cccc(NC(=O)COc4ccc(Cl)cc4)c3)=NO2)CN1C(=O)[C@H]1CCC(=O)N1 (stereo not given in full),-9,11,-4,-6,-2,0.89,1,1.1
O=C(CCCOc1ccccc1)Nc1ccccc1C(F)(F)F,0,-4,8,4,-8,1,1,1
Nc1cc(C(=O)OCC(=O)NNC(=O)c2ccccc2F)ccc1Cl,12,-8,-11,-9,-6,1.1,1,0.88
CS(=O)(=O)N(CC(=O)Nc1ccccc1C(=O)NCc1ccco1)c1ccc2c(c1)OCCO2,2,-9,0,-6,12,1.1,2,0.98
CC(C)CC(=O)Nc1ccc(C(=O)CN2C(=O)NC3(CCOc4ccccc43)C2=O)cc1 (stereo not given),1,-19,-7,-5,-2,1.2,-2,0.99
O=C(Oc1c(CN2CCOCC2)cc(Cl)c2cccnc12)c1ccc(F)cc1,9,-3,-6,20,-1,1,-2,0.91
O=C(CSc1nnc2ccccn12)Nc1ccc(N2CCOCC2)cc1,4,13,3,13,-7,0.87,-5,0.96
O=C(CNS(=O)(=O)c1cccs1)N1CCN(c2ccccc2F)CC1,-4,-2,9,-20,4,1,0,1
COc1ccc(C(=O)Nc2cccc(-c3cnc4ccccc4n3)c2)cc1,13,-3,-11,-5,-2,1,3,0.87
C#CCOCCOCCOCCNc1nc(N2CCN(C(=O)[C@H]([C@@H](C)CC)n3cc([C@@H](N)CO)nn3)CC2)nc(N2CCN(C(=O)[C@H]([C@@H](C)CC)n3cc([C@@H](N)CC(C)C)nn3)CC2)n1,-9,-12,-6,1,-4,1.1,-1,1.1
COc1cccc(C2CC(c3ccc(C)cc3)Nc3nc(N)nn32)c1 (stereo not given),7,-14,11,-9,3,1.1,-6,0.93
CN1CCN(/C=N/c2sc3c(c2C#N)CCCCC3)CC1,7,-4,-7,6,4,1,-13,0.93
CC(CC(=O)NNC(=O)c1ccncc1)c1ccccc1 (stereo not given),-2,-3,2,-3,1,1,-3,1
COc1cccc(CNC(=O)COC(=O)c2c(C)nn(-c3ccccc3)c2Cl)c1,-8,-8,-9,-4,2,1.1,-3,1.1
